Assay outcomes as filed in PubChem BioAssay.
TRPC6 inhibitor – inhibitors of mouse TRPC6 channel | HEK293-TRPC6, membrane potential dye, ACh-evoked depolarization; stronger effect = lower value | B-score at 10 µM | 310,000 compounds, 1.1% hits | AID 2553;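 active = B-score under library mean minus 3 SD, initial fluorescence not abnormally high, positive integrated signal ratio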;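 also: B-score derived from integrated fluorescence ratio over the kinetic read; more negative B-score means stronger inhibition of depolarization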
TRPC4 potent – TRPC4 (mouse) allosteric potentiation | AID 2227 | B-score at 10 µM | HEK293 TRPC4beta/mu-opioid, DAMGO EC20, Fluo-4 Ca2+ flux; stronger effect = higher value | 310,000 compounds, 0.42% hits;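 active = B-score of calcium response area above 5 SD of library B-scores, with initial fluorescence ratio within 5 SD of library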;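 also: B-score of integrated fluorescence ratio over time as area under calcium response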
AI-2 QS modul – Vibrio harveyi AI-2 quorum sensing modulation; activity change, % at 7.5 µM; 300,000 compounds, 0.4% hits; Vibrio harveyi JMH597 AI-2 luminescence/OD600 ratio, 9 h; stronger effect = lower value; strain lacks LuxN and CqsS sensors; 0 = neutral-control median; AID 2094; in the data active = activity change below about -75%, passing the limit was not always enough;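 also: luminescence divided by OD600 gain over 9 h not by final OD600 alone; inactives centre near 13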
PolyA inh – inhibitors of polyadenylation in S. cerevisiae | S. cerevisiae SKY197-pL101 polyadenylation reporter, beta-gal luminescence; efflux-impaired pdr1/pdr3 knockout yeast; score 100 = 6 SD above DMSO | calls only at 12 µM | 300,000 compounds, 0.02% hits;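 active = lowest replicate activity score at least 50, where 100 means six control SD above control mean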;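 also: yeast exposed to compound for 9 h at 30 °C; higher score means more reporter readthrough which indicates perturbed polyadenylation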
TRPC4 agonist – opens the mouse TRPC4 cation channel. HEK293 TRPC4beta/mu-opioid, Fluo4 calcium fluorescence; stronger effect = higher value. Q9QUQ5. 310,000 compounds, 0.49% hits. B-score at 10 µM. AID 2237;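 active = B-score above 5 SD of library B-scores, and initial fluorescence ratio not above library mean plus 5 SD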;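 also: positive B-score marks a calcium rise read as TRPC4 activation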
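system = HEK293 cells stably co-expressing mouse TRPC4beta and mu-opioid receptor | schedule = Fluo4 dye loading 45 min at room temperature, 110 s recording | measure = B-scored integrated calcium fluorescence ratio | signal = Fluo4 calcium-sensitive dye fluorescence, kinetic, 1 Hz baseline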
HIF act – HIF pathway transcriptional activation; AID 1910; 300,000 compounds, 0.32% hits; U2OS HRE-luciferase reporter, luminescence; normalized: DMSO 0%, desferrioxamine 100%; activation, % at 7.5 µM (by protocol);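 active = mean activation of at least 10% of the iron chelator positive control signal, with at least half of replicates also reaching 10%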
MrgX1 antagonist – human MrgX1 receptor antagonism, primary screen. Q96LB2. MRGX1-HEK293 calcium flux, Fluo-4, BAM8-22 antagonism; stronger effect = lower value. B-score at 10 µM. 310,000 compounds, 1.3% hits;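 active = calcium-response B-score plate-corrected more than 3 library SD below zero, starting fluorescence within 5 deviations, no agonist response on first addition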;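 also: peak minus trough fluorescence over baseline after final BAM8-22 challenge near maximal dose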
Target sequence (Q96LB2 whole entry, looked up): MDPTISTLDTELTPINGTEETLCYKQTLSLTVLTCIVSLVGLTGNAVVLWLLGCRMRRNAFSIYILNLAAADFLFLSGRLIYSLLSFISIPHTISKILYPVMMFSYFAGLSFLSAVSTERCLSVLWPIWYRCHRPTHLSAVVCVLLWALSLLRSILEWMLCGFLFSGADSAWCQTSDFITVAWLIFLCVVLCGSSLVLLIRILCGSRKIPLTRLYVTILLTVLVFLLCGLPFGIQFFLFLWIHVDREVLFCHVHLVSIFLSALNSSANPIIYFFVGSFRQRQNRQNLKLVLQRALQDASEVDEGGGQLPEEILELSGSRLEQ
MrgX1 agonist – human MrgX1 receptor agonism, primary screen. Q96LB2. MrgX1-HEK293 cells, Fluo-4 calcium fluorescence, agonist mode; stronger effect = higher value. B-score at 10 µM. 310,000 compounds, 0.44% hits. AID 588627;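 active = calcium response B-score plate-corrected fluorescence ratio at least 3 library SD, with starting fluorescence B-score inside 5 SD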
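Material: MrgX1-expressing HEK293 cells / Dosing: compound as first of three additions / Incubation: overnight seeding, then 1 h dark dye loading / Signal: Fluo-4 NW calcium fluorescence / Evaluation: B-scored fluorescence response ratio / Benchmarks: positive and negative control wells on each plate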
TRPC4 inh – TRPC4 (mouse) channel inhibition; HEK293 TRPC4beta/mu-opioid, DAMGO-evoked Fluo4 calcium flux; stronger effect = lower value; B-score at 10 µM; 300,000 compounds, 0.39% hits; Q9QUQ5;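 active = B-score over 3 SD under the library average, no early fluorescence shift, positive overall ratio signal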
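material = TRPC4beta/mu-opioid receptor HEK293 cell line | probe or stimulus = sequential submaximal and maximal DAMGO stimulation | compound dosing = one concentration per compound | measured by = Fluo4 Ca2+ flux fluorescence | evaluation = integrated fluorescence ratio relative to baseline, converted to per-well B score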
MrgX1 allo act – human MrgX1 positive allosteric modulation, primary screen. 310,000 compounds, 0.63% hits. B-score at 10 µM. MrgX1-HEK293, Fluo-4 calcium flux, FDSS; stronger effect = higher value. Q96LB2. AID 588675;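 active = plate-corrected calcium response at least 3 library SD above typical, normal starting fluorescence, not activating the receptor alone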;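 also: compound read alongside a low EC10 to EC30 dose of BAM8-22 agonist; peak minus trough fluorescence over baseline measured at the second addition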
TRPC6 act – activators of mouse TRPC6 channel; AID 2550; Q61143; HEK293-TRPC6 membrane potential dye fluorescence; stronger effect = higher value; 310,000 compounds, 0.13% hits; B-score at 10 µM;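 active = B-score of the integrated fluorescence ratio above library mean plus 3 SD, and starting fluorescence ratio within library mean plus 5 SD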;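 also: higher score means more depolarization so channel activation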
Active calls of the source: *; i = inactive; . = no result given.

Every second line gives: TRPC6 inhibitor	TRPC4 potent	AI-2 QS modul	PolyA inh	TRPC4 agonist	HIF act	MrgX1 antagonist	MrgX1 agonist	TRPC4 inh	MrgX1 allo act	TRPC6 act
> CCOC(=O)Cc1csc(NC(=O)Nc2ccc(F)cc2)n1
  i	i	7	i	i	1.0	i	i	i	i	i
> O=C(CCc1ccccc1)NC(=S)NCc1ccco1
  i	i	41	i	i	0.4	i	i	i	i	i
> O=C(CN1CCN(c2ccccc2O)CC1)NC(c1ccccc1)c1ccccc1
  i	i	8	i	i	0.0	i	i	i	i	i
> Cc1ccc(C)c(/C=N/NC(=S)NCCc2ccccc2)c1
  i	i	11	i	i	0.0	i	i	i	i	i
> CCOc1ccc(S(=O)(=O)NCc2ccc3c(c2)OCO3)cc1NC(C)=O
  i	i	4	i	i	-0.3	i	i	i	i	i
> O=S(=O)(c1ccccc1C(F)(F)F)N1CCOCC1
  i	i	5	i	i	-0.2	i	i	i	i	i
> CC(N=c1ccccn1C(=O)Nc1ccc(Cl)cc1)c1ccco1 (configuration not stated)
  i	i	13	i	i	2.5	i	i	i	i	i
> CC(NC(=O)c1ccccc1OC(F)F)c1ccc(-n2ccnc2)cc1 (configuration not stated)
  i	i	34	i	i	-0.8	i	i	i	i	i
> CC(C)CCN1CCN(Cc2ccc(C(F)(F)F)cc2)CC1CCO (configuration not stated)
  i	i	9	i	i	-1.2	i	i	i	i	i
> CCN1C(=O)[C@H]2[C@@H](c3ccc(OC)cc3)N3C(=O)CN(CCOC)C(=O)[C@@]3(Cc3ccccc3)[C@H]2C1=O
  i	i	14	i	i	0.0	i	i	i	i	i
> O=[N+]([O-])c1cccc(/C([O-])=C(/C(=S)Nc2ccccc2F)[n+]2ccccc2)c1
  i	i	-11	i	i	1.0	i	i	i	i	i
> O=C(Cc1ccccc1)NCC(=O)N/N=C/c1ccc(Cl)cc1
  i	i	1	i	i	-1.2	i	i	i	i	i
> COc1ccc(OC)c(C2C(C(C)=O)=C(O)C(=O)N2c2ccc(O)cc2)c1 (configuration not stated)
  i	i	12	i	i	0.4	i	i	i	i	i
> Cn1c(=O)oc2cc(S(=O)(=O)NCCN3CCCCCC3)ccc21
  i	i	36	i	i	0.0	i	i	i	i	i
> COc1ccc(CCNC(=O)CSc2nc3[nH]ncc3c(=O)n2-c2ccccc2OC)cc1OC
  i	i	16	i	i	0.3	i	i	i	i	i
> COc1ccc(C2CC(=O)NC(=O)C2)cc1
  i	i	29	i	i	-27	i	i	i	i	i
> CN(C)S(=O)(=O)c1ccc(C(=O)Nc2nc(-c3cc4ccccc4o3)cs2)cc1
  i	i	7	i	i	0.5	i	i	i	i	i
> O=[N+]([O-])c1ccc(N/N=C/c2cn(Cc3ccc(F)cc3)c3ccccc23)nc1
  i	i	29	i	i	0.0	i	i	i	i	i
> O=C(CSc1ccc(-c2ccc(F)cc2)nn1)Nc1ccc2c(c1)OCCO2
  i	i	22	i	i	-0.3	i	i	i	i	i
> Cc1ccc(S(=O)(=O)N2CCOCC2)cc1C(=O)Nc1ccccc1F
  i	i	11	i	i	0.0	i	i	i	i	i
> c1ccc(CCNc2nc3ccccc3s2)cc1
  i	i	-21	i	i	3.6	i	i	i	i	i
> Cc1cccc(C(=O)OCc2cc(=O)oc3c(C)c(C)ccc23)c1O
  i	i	8	i	i	0.4	i	i	i	i	i
> Cc1ccc(S(=O)(=O)CCN2CCN(c3ccccn3)CC2)cc1
  i	i	15	i	i	-0.2	i	i	i	i	i
> Cc1cccc(CS(=O)(=O)Cc2ccc(C(=O)NC(C)c3ccccc3)o2)c1 (configuration not stated)
  i	i	8	i	i	-0.6	i	i	i	i	i
> N#CCc1nc(CSc2nc3ccccc3s2)cs1
  i	i	-58	i	i	1.1	i	i	i	i	i
> CC12CC(NC(=O)N1c1cccc(C(=O)NCc3ccccc3)c1)c1ccccc1O2 (configuration not stated)
  i	i	30	i	i	0.1	i	i	i	i	i
> CCCCN1CC2=C(C1=O)C(c1ccc(O)cc1)NC(=O)N2C (configuration not stated)
  i	i	4	i	i	0.0	i	i	i	i	i
> COc1ccc(C=O)cc1Oc1nc(Cl)ncc1F
  i	i	9	i	i	-0.6	i	i	i	i	i
> O=C(NCCc1c[nH]c2ccccc12)C(=O)NCC1OCCCN1S(=O)(=O)c1cccs1 (configuration not stated)
  i	i	19	i	i	-0.4	i	i	i	i	i
> COC(=O)C1CSc2[nH]c(=O)sc2C1c1ccccc1 (configuration not stated)
  i	i	28	i	i	-0.2	-5.7*	i	i	i	i
> CCOC(=O)c1c(NC(C)=O)sc2c(O)c(Br)ccc12
  i	i	11	i	i	0.0	i	i	i	i	i
> COc1ccc(OC)c(NC(=O)Cn2c(CCC(=O)O)ccc2-c2ccccc2)c1
  i	i	4	i	i	-0.5	i	i	i	i	i
> CCN1CCCC1CNC(=O)c1ccc2c(c1)N(Cc1cccc(Cl)c1)C(=O)c1ccccc1S2(=O)=O (configuration not stated)
  i	i	-1	i	i	0.4	i	i	i	i	i
> CCOC(=O)CNC(=O)N1CCCC(C(=O)c2cccc(Cl)c2)C1 (configuration not stated)
  i	i	30	i	i	-0.3	i	i	i	i	i
> Cc1ccccc1S(=O)(=O)Cc1ccc(C(=O)NCCN2CCCCC2C)o1 (configuration not stated)
  i	i	3	i	i	-0.1	i	i	i	i	i
> Cc1cccn2c(=O)c3cc(S(=O)(=O)c4ccc(F)cc4)c(=N)n(Cc4ccco4)c3nc12
  i	i	8	i	i	4.4	i	i	i	i	i
> O=C(CCNC(=O)c1ccco1)Nc1ccc(Cl)cc1
  i	i	32	i	i	0.5	i	i	i	i	i
> O=C(Nc1ccc(F)cc1)NC1(C(=O)NCc2ccco2)CCCCC1
  i	i	18	i	i	0.4	i	i	i	i	i
> COC(=O)c1ccc2[nH]c(CO)c(-c3ccccc3)c2c1
  i	i	-5	i	i	-0.4	i	i	i	i	i
> C#CCOC(=O)c1ccc(-n2cncn2)nc1
  i	i	7	i	i	-0.7	i	i	i	i	i
> CCCCN1CC[C@H]2C=CC[C@@H](C(=O)N3CCOCC3)[C@H]2C1=O
  i	i	4	i	i	0.0	i	i	.	i	i
> O=C(O)c1ccc(N2C(=O)CC(SC(=NCc3ccc4c(c3)OCO4)Nc3ccccc3)C2=O)cc1 (configuration not stated)
  i	i	-3	i	i	0.1	i	i	i	i	i
> CCOc1ccc(C2NC(=O)c3n[nH]c(C)c32)cc1 (configuration not stated)
  i	i	0	i	i	0.2	i	i	i	i	i
> CCOc1ccc(NC(=O)c2nccnc2CO)cc1
  i	i	6	i	i	1.7	i	i	i	i	i
> CCCN1C(=O)c2cc(C(=O)NCc3ccc(OC)cc3)ccc2C1O (configuration not stated)
  i	i	-6	i	i	.	i	i	i	i	i
> O=C(NCCCN1CCN(Cc2ccccc2)CC1)C1CCN(S(=O)(=O)N2CCCC2)CC1
  i	i	7	i	i	.	i	i	i	i	i
> CC(=O)NS(=O)(=O)c1ccc2c(c1)C(=O)c1cc(S(=O)(=O)NC(C)=O)ccc1-2
  i	i	11	i	i	-25	i	i	i	i	i
> O=C(Nc1cccc(C(F)(F)F)c1)c1cc(-c2ccc(F)cc2)on1
  i	i	3	i	i	0.5	i	i	i	i	i
> CN(Cc1nc(Cc2ccccc2F)no1)CC1(N2CCOCC2)CCCCC1
  i	i	6	i	i	-0.2	i	i	i	i	i
> O=c1c2ccccc2nnn1CSc1ccc2c(c1)OCCO2
  i	i	16	i	i	4.4	i	i	i	i	i
> Cc1cccc(NS(=O)(=O)c2c(C)[nH]c(C)c2C(=O)N2CCCC2)c1
  i	i	9	i	i	-0.3	i	i	i	i	i
> O=C(COc1ccc(Cc2ccccc2)cc1)c1ccc(F)cc1
  i	i	-7	i	i	1.8	i	i	i	i	i
> COc1ccc(Cn2c(-c3ccc(OC)cc3)nc3c(c(=O)c4ccccc4n3C)c2=O)cc1
  i	i	9	i	i	0.3	i	i	i	i	i
> CCC(C)NC(=O)CN(c1ccc(OC)cc1)S(=O)(=O)c1ccc(NC(C)=O)cc1 (configuration not stated)
  i	i	18	i	i	-1.1	i	i	i	i	i
> COc1cc(C)nc(NS(=O)(=O)c2ccccc2)n1
  i	i	15	i	i	0.2	i	i	i	i	i
> COc1cc(/C=N/NC(=O)/C(=C\c2ccc([N+](=O)[O-])cc2)NC(=O)c2ccccc2)cc(OC)c1O
  i	i	27	i	i	-0.9	i	i	i	i	i
> O=C(C[n+]1cccc(CNC(=O)c2ccc(OC(F)F)cc2)c1)Nc1ccc(F)cc1
  i	i	20	i	i	0.0	i	i	i	i	i
> Cc1ccc(NC(=O)Cn2sc3nc(C)cc(C)c3c2=O)c(Cl)c1
  i	i	2	i	i	-0.3	i	i	i	i	i
> COc1ccccc1NC(=O)NCCc1c[nH]c2ccccc12
  i	i	4	i	i	-0.6	i	i	i	i	i
> COC(=O)NCc1cc2cc(Cl)ccc2[nH]1
  i	i	-13	i	i	.	i	i	i	i	i

The list continues:
Every second line gives: TRPC6 inhibitor	TRPC4 potent	AI-2 QS modul	PolyA inh	TRPC4 agonist	HIF act	MrgX1 antagonist	MrgX1 agonist	TRPC4 inh	MrgX1 allo act	TRPC6 act
> C/C(CC(=O)Nc1ccc(C)c(Cl)c1)=N\NC(=O)Cc1ccccc1
  i	i	-2	i	i	1.0	i	i	i	i	i
> COc1ccc(CC(=O)NC(C)c2ccc3ccccc3c2)cc1 (configuration not stated)
  i	i	10	i	i	-1.2	i	i	i	i	i
> Cc1cc(=O)[nH]c(Nc2cccc(Br)c2)n1
  i	i	1	i	i	0.5	i	i	i	i	i
> c1ccc2c(c1)ncn2CCC1CCCCC1
  i	i	36	i	i	0.5	i	i	i	i	i

The list is partial; rates above refer to the full screens.
